PP5 primary = PP5 phosphatase inhibitors, primary screen, biochemical, fluorescence; Serine/threonine-protein phosphatase 5 (Homo sapiens), P53041; purified PP5c, OMFP substrate fluorescence; inhibition, % at 6.7 µM; 0.18% of 320,000 active;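 active means inhibition above the campaign's mean inhibition across all tested compounds plus 3 SD, cut at about 9.5% in these data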;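 further: 0% = DMSO only and 100% = 100 µM cantharidin control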
Efflux pump mplx = inhibitors of Candida efflux pumps in yeast, primary screen, S. cerevisiae, Nile Red, multiplex; S. cerevisiae Candida pump triplex; inhibition, % at 10 µM; 0.44% of 330,000 active; AID 485275, 2010;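 active means plate passing quality check with inhibition over a set limit, or well fluorescence over plate mean plus 4 SD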;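 further: Nile Red retained in pooled yeast measured as flow cytometry median fluorescence; 0% = buffer negative control and 100% = Enniatin B positive control; higher means more Nile Red kept so more efflux inhibition; some compounds called inactive have numbers as strong as hits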
proCasp7 act = procaspase-7 activators, primary screen, counter-screen for procaspase-3 activator project, biochemical, absorbance, HTS, human; recombinant procaspase-7, Ac-DEVD-pNA absorbance 405 nm; D23A/D198A/D206A triple mutant, cannot self-cleave; scale: DMSO 0, 5 µM enzyme 100; activation, % at 8.5 µM; 0.093% of 330,000 active;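 active means percent activation above the screen-wide mean plus 3 SD, cut at about 25% in these data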
Target sequence (P55210 whole entry D23A/D198A/D206A): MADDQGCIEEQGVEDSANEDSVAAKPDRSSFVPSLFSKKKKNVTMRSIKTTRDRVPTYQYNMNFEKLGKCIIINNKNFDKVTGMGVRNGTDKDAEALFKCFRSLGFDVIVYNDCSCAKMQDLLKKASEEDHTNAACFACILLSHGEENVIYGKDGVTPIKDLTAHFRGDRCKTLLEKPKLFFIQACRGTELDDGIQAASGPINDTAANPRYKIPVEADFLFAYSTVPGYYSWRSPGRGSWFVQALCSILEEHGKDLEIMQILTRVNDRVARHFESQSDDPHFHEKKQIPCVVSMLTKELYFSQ
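Test system: Procaspase-7 triple mutant (PC-7 D3A). Also added: Ac-DEVD-pNA substrate, 400 µM as added. Schedule: 1 h enzyme–compound preincubation and 2 h substrate reaction, both 25 °C. Signal: p-Nitroaniline absorbance at 405 nm, read at 0 and 120 min. Control set: low DMSO alone, high DMSO plus 5 µM PC-7.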
core dimer inh = inhibitors of HCV core protein dimerization, primary screen, biochemical, TR-FRET, high-throughput | TR-FRET GST/Flag-core106 dimerization, 1536-well | inhibition, % at 5 µM | 0.33% of 300,000 active | AID 1899, 2009;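 active means inhibition above the mean of all tested compounds plus 3 SD, set per screening campaign, cut at about 45% in these data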
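System: GST-tagged and Flag-tagged HCV core protein residues 1-106 / Input: core106 proteins, GST 13.5 nM and Flag 17 nM / Buffer or medium: KF-containing HEPES buffer, pH 7.45, DTT, CHAPS, BSA / Probe or stimulus: Eu-anti-GST and XL665-anti-Flag labelled anti-tag antibodies / Schedule: 4 h, 22.5 °C incubation / Technique: TR-FRET 671 and 617 nm emission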
procasp3 activ = activators of human procaspase-3 D3A mutant, primary screen, biochemical, absorbance, PC-3 D3A mutant, single concentration | activation, % at 8.5 µM | AID 463141, 2010 | 0.11% of 330,000 active | Caspase-3 (Homo sapiens), P42574 | recombinant procaspase-3 D3A, Ac-DEVD-pNA absorbance 405 nm;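 active means activation above the mean of all tested compounds plus 3 SD, cut at about 21% in these data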;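 further: 0% = DMSO alone and 100% = DMSO wells spiked with extra 5 µM PC-3 D3A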
Target sequence (P42574 whole entry D9A/D28A/D175A): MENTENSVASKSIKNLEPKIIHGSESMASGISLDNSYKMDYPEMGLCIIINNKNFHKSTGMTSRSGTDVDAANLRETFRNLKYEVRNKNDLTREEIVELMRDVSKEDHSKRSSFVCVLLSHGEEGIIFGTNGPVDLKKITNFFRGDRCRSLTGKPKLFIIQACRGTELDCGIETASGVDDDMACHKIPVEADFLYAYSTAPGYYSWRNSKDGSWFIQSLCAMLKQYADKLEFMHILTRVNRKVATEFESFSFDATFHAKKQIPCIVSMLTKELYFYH
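System: Procaspase-3 D3A mutant. Medium: Zinc-free 300 mM NaCl, 50 mM HEPES, 0.01% Triton X-100. Schedule: 1 h preincubation plus 2 h reaction at 25 °C. Measured by: 405 nm absorbance of p-nitroaniline, reads at 0 and 120 min. Read-out: percent activation relative to control range.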
TPT1 inhibitor = Candida albicans TPT1 enzyme inhibitors, primary screen, biochemical, fluorescence polarization | AID 1962, 2009 | inhibition, % at 5 µM | 0.81% of 300,000 active | tRNA 2'-phosphotransferase TPT1 (Candida albicans SC5314) | recombinant caTPT1, FP RNA substrate dephosphorylation;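 active means inhibition above the mean of all tested compounds plus 3 SD, set per screening campaign, cut at about 24% in these data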;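 further: plate controls were DMSO alone for no effect and ferristatin control at 100 nM for full effect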
JMJD2C inh = inhibitors of GASC-1 histone demethylase, primary screen, biochemical, fluorescence, DELFIA europium. Lysine-specific demethylase 4C (Homo sapiens), Q9H3R0. GST-JMJD2C(1-420) H3K9me3 demethylation. inhibition, % at 2.35 µM. 0.069% of 330,000 active;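 active means more than half of a compound's replicate wells show inhibition beyond 50%, single wells judged on their own value; inconclusive means some, but no more than half, of replicates pass 50% inhibition; inactive means no replicate passes 50% inhibition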;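 further: signal counts dimethyl H3K9 product captured on neutravidin plate; 0% = median of DMSO wells and 100% = 0.3 times that DMSO median; strong numbers were not always called active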
Fh CTSL1 inh = Fasciola hepatica cathepsin L1 inhibitors, primary screen, counter-screen for PFM18AAP inhibitor project, biochemical, QFRET, fluorogenic peptide substrate. recombinant F. hepatica cathepsin L1, Z-Leu-Arg-MCA fluorescence. inhibition, % at 5.96 µM. 0.49% of 300,000 active. AID 1906, 2009;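 active means inhibition above the mean of all tested compounds plus 3 SD, set per screening campaign, cut at about 17% in these data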;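 further: 0% = plate median of test compound wells and 100% = 1 µM Z-Phe-Ala-diazomethylketone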
PP1 inh = PP1-alpha phosphatase inhibitors, primary screen, counter-screen for PP5 inhibitor project, biochemical, fluorescence, OMFP substrate, single point; inhibition, % at 6.7 µM; 0.9% of 320,000 active; Serine/threonine-protein phosphatase PP1-alpha catalytic subunit (Homo sapiens), P62136; purified PP1alpha; AID 2235, 2010;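 active means inhibition above the mean inhibition of all tested compounds plus 3 SD, computed separately for each screening campaign, cut at about 15% in these data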
Target sequence (P62136 whole entry, looked up): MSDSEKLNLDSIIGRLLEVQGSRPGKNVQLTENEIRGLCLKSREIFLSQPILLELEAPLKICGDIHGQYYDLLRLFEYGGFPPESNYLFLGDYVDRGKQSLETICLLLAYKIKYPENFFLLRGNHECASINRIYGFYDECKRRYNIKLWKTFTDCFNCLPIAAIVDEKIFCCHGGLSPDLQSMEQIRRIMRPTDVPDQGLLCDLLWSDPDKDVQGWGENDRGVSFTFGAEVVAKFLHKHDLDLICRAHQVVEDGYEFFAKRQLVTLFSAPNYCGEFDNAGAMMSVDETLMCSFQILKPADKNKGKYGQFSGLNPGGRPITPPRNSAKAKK
* hit, by the source's call; ? = inconclusive; . = no result given; & = joins results of further samples. Not a hit list. About 2.9% of those tested had a hit in this group.

Fields: PP5 primary, procasp3 activ, Fh CTSL1 inh, JMJD2C inh, TPT1 inhibitor, proCasp7 act, Efflux pump mplx, core dimer inh, PP1 inh
O=C(NCCCn1ccnc1)c1cc(-c2ccc(Cl)cc2)nc2ccccc12
    3.6, 9.2, -0.8, 4.0, -2.0, 10.1, -0.2, 0.2, 2.4
COc1ccccc1OCC(=O)OC/C(O)=C(\C#N)c1nc2ccccc2[nH]1
    0.5, 3.8, 0.5, -5.8, 11.5, 8.2, 0.1, 19.7, 1.1
CC1CCCC(C)N1C(=O)CSc1nnc(-c2c[nH]c3ccccc23)o1 (stereo unspecified)
    -1.7, 1.0, -0.3, -5.2, 2.6, 3.7, -0.2, -5.5, 7.3
CN(C)CCCCOc1cccc(Br)c1
    0.3, -11.1, 2.5, 7.8, 1.2, 0.2, -0.6, -5.8, 3.6
CCCCN(C(=O)CC1CCCCC1)c1c(N)n(CC(C)C)c(=O)[nH]c1=O
    -0.1, 3.9, ., -3.1, ., 4.9, 0.0, ., -1.6
CCCn1c(=O)c2ccccc2n2c(SCc3cc(=O)oc4ccc5ccccc5c34)nnc12
    0.4, -6.4, 14.9, -4.7, -6.9, -12.5, 0.3, 25.4, -7.2
O=C(Cc1ccccc1)NN1C(=O)C2C3C=CC(C3)C2C1=O (stereo unspecified)
    0.8, -6.7, 0.8, 4.4, 0.6, 0.6, 0.1, -4.0, -3.7
Fc1ccc(CSc2nnc(-c3ccco3)o2)cc1
    1.8, 0.4, -2.0, -15.1, -2.1, 6.2, -0.1, -0.9, -6.8
CCC(=O)N1CCN(c2ccc(Cl)cc2NC(=O)c2ccc(Br)o2)CC1
    -0.1, 4.9, -0.7, -4.1, -1.3, 15.8, 0.2, 6.2, -2.8
CC(Sc1nn(-c2ccc(Cl)cc2)c(=S)s1)C(=O)NCC1CCCO1 (stereo unspecified)
    0.9, -4.5, 2.6, ?, 1.3, 2.6, 0.1, -1.1, -5.3
Cn1c(=O)c2c(nc(NCc3ccco3)n2Cc2ccc(Cl)cc2Cl)n(C)c1=O
    5.0, -8.2, 6.2, 15.0&-1.8, 0.2, -1.6, -0.1, 0.9, 10.6
O=C(O)CCc1[nH]c2ccccc2c1Sc1ccccc1
    -1.4, -0.8, -0.2, -14.9, -0.9, 4.7, -0.2, 1.5, 4.3
CC1=C/C(=C(\c2cc(C)c(O)c(Br)c2)c2ccccc2S(=O)(=O)O)C=C(Br)C1=O
    2.5, 5.0, 2.3, -1.8, 1.2, -7.9, -0.1, -182.7, 3.7
Cc1cc(/C=C2/SC(=S)N(c3cccc(Cl)c3)C2=O)c(C)n1-c1cccnc1
    1.1, -3.3, 1.4, 0.2, 114.0*, -1.9, 0.2, -32.0, 6.5
CCCN1C(=O)/C(=C/c2cc(C)n(C)c2C)SC1=Nc1ccc(OCC)cc1
    0.5, 3.0, 0.6, -6.7, -3.3, -3.1, -0.1, 1.7, -3.1

7 compounds picked at random from those above, as already listed:
Fields: PP5 primary, procasp3 activ, Fh CTSL1 inh, JMJD2C inh, TPT1 inhibitor, proCasp7 act, Efflux pump mplx, core dimer inh, PP1 inh
O=C(NCCCn1ccnc1)c1cc(-c2ccc(Cl)cc2)nc2ccccc12
    3.6, 9.2, -0.8, 4.0, -2.0, 10.1, -0.2, 0.2, 2.4
Cn1c(=O)c2c(nc(NCc3ccco3)n2Cc2ccc(Cl)cc2Cl)n(C)c1=O
    5.0, -8.2, 6.2, 15.0&-1.8, 0.2, -1.6, -0.1, 0.9, 10.6
CC(Sc1nn(-c2ccc(Cl)cc2)c(=S)s1)C(=O)NCC1CCCO1 (stereo unspecified)
    0.9, -4.5, 2.6, ?, 1.3, 2.6, 0.1, -1.1, -5.3
CCC(=O)N1CCN(c2ccc(Cl)cc2NC(=O)c2ccc(Br)o2)CC1
    -0.1, 4.9, -0.7, -4.1, -1.3, 15.8, 0.2, 6.2, -2.8
O=C(O)CCc1[nH]c2ccccc2c1Sc1ccccc1
    -1.4, -0.8, -0.2, -14.9, -0.9, 4.7, -0.2, 1.5, 4.3
Fc1ccc(CSc2nnc(-c3ccco3)o2)cc1
    1.8, 0.4, -2.0, -15.1, -2.1, 6.2, -0.1, -0.9, -6.8
COc1ccccc1OCC(=O)OC/C(O)=C(\C#N)c1nc2ccccc2[nH]1
    0.5, 3.8, 0.5, -5.8, 11.5, 8.2, 0.1, 19.7, 1.1

Additional compounds follow.
Fields: PP5 primary, procasp3 activ, Fh CTSL1 inh, JMJD2C inh, TPT1 inhibitor, proCasp7 act, Efflux pump mplx, core dimer inh, PP1 inh
CCNC(=O)c1ccccc1-c1nc(-c2ccccc2)no1
    -0.6, 6.6, -2.4, 6.2, -0.3, 3.3, 0.0, 1.6, -3.3
Cc1[nH]nc2nc(SCC(=O)NCC3CCCO3)n(-c3ccc(Br)cc3)c(=N)c12 (stereo unspecified)
    0.2, -2.6, 1.2, 3.2, -0.7, -1.7, 0.0, 6.2, -3.8
CCCCN(CC)C(=O)c1cc2c(=O)n3cccc(C)c3nc2s1
    2.0, -5.8, 3.8, -4.1, -1.2, 3.5, -0.1, 0.9, -0.8
O=[N+]([O-])c1cccc(P(=O)(O)c2cccc([N+](=O)[O-])c2)c1
    1.8, 1.6, 4.7, -1.5, 1.2, -8.0, 0.0, -0.3, -3.4
COc1ccc(S(=O)(=O)N2CCCC2CNC(=O)C(=O)NCc2ccco2)cc1 (stereo unspecified)
    0.8, -5.8, -3.5, 2.2, -1.3, -9.6, 0.0, -1.1, -3.5
O=c1[nH]c2ccc(NS(=O)(=O)c3ccc(Cl)cc3)cc2[nH]1
    3.1, 2.5, 4.7, 25.4, -4.4, 3.3, -0.2, -2.4, -2.8
Nc1ccc(Nc2ccncc2[N+](=O)[O-])cc1
    1.7, -2.4, 0.5, 1.9, -1.0, 0.0, 0.0, 0.6, -1.4
CC(=O)N1CCC(C(=O)N2CCN(S(=O)(=O)c3ccc(F)cc3)CC2)CC1
    -1.1, 8.7, -0.2, 7.8, 2.3, 6.7, -0.1, 6.7, -0.1
Cn1c2ccccc2c2cnn(CC(=O)Nc3ccc(F)cc3F)c(=O)c21
    -0.2, -2.0, 1.5, 2.0, -1.5, 2.5, -0.1, 4.2, 0.4
CSc1nsc(SC)c1C(=O)O
    1.8, 8.4, -2.9, 9.3, -0.5, 10.1, 0.0, -11.8, -2.9
CC(NC(=O)c1cccc(Cl)c1)C1CC2CCC1C2 (stereo unspecified)
    3.3, 4.2, -3.2, -3.7, 0.8, -4.8, 0.0, -4.5, 3.9
O=C(Cc1ccccc1)Nc1ccc(NC(=O)c2ccc(Br)cc2)cc1
    1.4, 3.3, -3.6, 6.4, -2.1, 9.0, 0.1, 5.0, -3.2
CC(=O)Nc1nc2ccccc2n1CCOc1ccccc1
    -2.7, 5.9, -1.0, -2.2, -0.9, -0.7, 0.1, -9.5, -2.5
Cc1ccc(-c2cc3ccccc3nc2N2CCOCC2)cc1
    2.5, -4.9, 0.2, -25.5, -6.8, 6.0, -0.2, -0.2, 0.2
CC(=O)c1cccc(NC(=O)c2ccc3c(=O)n4c(nc3c2)CCCCC4)c1
    -0.1, -4.0, 2.0, 8.0, 1.4, 13.3, 0.8, 2.6, -0.3
NS(=O)(=O)c1ccc(-c2ccc(/C=C3\NC(=S)NC3=O)o2)cc1
    0.2, -18.0, 5.5, 2.8, 45.5*, -15.3, 0.2, -29.3, 1.1
Cc1ccc(Nc2c(-c3ccco3)nc3ccccn23)cc1
    5.1, -5.7, -1.8, 6.5, -2.1, 3.0, -0.1, -14.5, 1.2
CC(=O)N1CCN(S(=O)(=O)c2cccc(C(=O)Nc3ccc4c(c3)CCC4)c2)CC1
    0.5, 10.7, 0.5, -20.5, -2.7, 0.0, -0.1, 2.7, -2.4

Assay outcomes deposited in PubChem by several laboratories.
